FN deposit inh: inhibitors of fibronectin matrix deposition, primary screen, AH1F cells, Alexa488-fibronectin fluorescence, plate reader; AH1F fibroblasts, overnight; inhibition, % at 12.6 µM; 350,000 tested, 0.086% active;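 active means mean inhibition across replicates of 30% or more, regardless of how many single replicates reach that level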;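 further: positive control wells lacked labelled fibronectin entirely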
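Measured by – fluorescence 485/525 nm · System – AH1F fibroblast monolayer, labelled fibronectin deposition · Amount – 10000 cells per well · Buffer or medium – serum-reduced DMEM (2% serum) · Doses – single dose, pinned · Also added – fluorescent fibronectin at 24 nM final · Schedule – 1 h cell attachment, overnight exposure to compound and label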
CFTR F508del cor: F508del CFTR correction, initial screen, CFBE line, single point; CFBE cells, YFP halide quenching; stimulated with forskolin plus potentiator P3; % fluorescence drop versus neutral controls; AID 720511, 2013; 350,000 tested, 0.36% active; activity (quench increase), % at 7.58 µM;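 active means mean added fluorescence quench of at least 8% versus neutral control, with both replicates also reaching 8%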;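 further: cells transiently co-express mutant CFTR-F508del with the halide-sensitive YFP; corrector assay measuring rescue of mutant channel to the surface after 24 h compound exposure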
INS-1E GSIS act: GLuc luminescence reporter in INS-1E cells, primary screen for activators of glucose-dependent secretion of insulin; INS-1E GLuc reporter insulin secretion, 2-3 h; activation, % at 16.6 µM; 370,000 tested, 0.61% active; AID 743287, 2014;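 active means lowest replicate activation of at least 40%, so every replicate reaches that level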;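 further: 0% = median of neutral control wells and 100% = median of IBMX positive control wells; some compounds called inactive have numbers as strong as hits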
* hit, by the source's call; nt = no result given. A portion of the library; count on the stated rates, not on these rows.

A first look (26 entries):
SMILES	FN deposit inh	CFTR F508del cor	INS-1E GSIS act
COC(=O)C1=CN(c2ccc(N3CCOCC3)cc2)C(N)=C(C#N)C1c1cccc(F)c1 (centres undefined)	nt	-2.2	-7
CCc1nnc(NC(=O)CN2CCN(c3ccccc3F)CC2)s1	nt	5.3	19
COC(=O)[C@]12CCCCC=C1N(Cc1ccccc1)C(=O)[C@H](CC(=O)NCc1ccccc1)C2	nt	0.5	-17
CCSc1nnc(NC(=O)C(CC)Oc2ccccc2)s1 (centres undefined)	nt	-1.0	-11
O=C(NCC(F)(F)F)[C@H]1[C@H](CO)[C@H]2Cn3c(cccc3=O)[C@H]2N1CCC(F)(F)F	nt	0.8	2
CCOc1ccc(NC(=O)COc2ccc(C(=O)NCc3cccnc3)cc2OC)cc1	nt	-9.7	-12
CC1(C)C(=O)Nc2ccccc2N1C(=O)CN1C(=O)NC(CCc2ccccc2)C1=O (centres undefined)	nt	-0.1	-9
CCCCCCCCN1C(=O)[C@H](CC(=O)NCCCOCCCC)C[C@@]2(C(=O)OCC)CCCC=C12	nt	4.7	23
CN1C(=O)CC(C(=O)O)SC1=Nc1ccc(F)cc1 (centres undefined)	nt	1.2	-1
CCCNC(=O)N1CC2(CN(Cc3cccc(OC)c3)C2)c2c([nH]c3cc(OC)ccc23)[C@H]1CO	nt	3.4	10
O=C(CSc1nnc(Cc2ccccc2)o1)Nc1ccccc1	nt	-1.3	-4
Cc1ccc2nc(-c3ccc(NC(=O)c4cccnc4)cc3)oc2c1	nt	3.0	3
COc1ccc2c3c([nH]c2c1)[C@H](CO)N(C(C)=O)CC31CN(C(=O)Nc2ccc(F)cc2)C1	nt	0.3	-14
CCN(CC)CCCC(C)NC(=O)c1cccc(S(=O)(=O)N2CCc3ccccc32)c1 (centres undefined)	nt	-1.5	-2
O=C(O)C(=Cc1cccc([N+](=O)[O-])c1)c1ccccc1	nt	-0.4	10
CCOC(=O)c1sc2c(c1C)c(=O)c(C(=O)OCC)cn2CC	nt	1.0	20
CCC(c1nnnn1Cc1ccccc1)N1CCN(c2ccc(OC)cc2)CC1 (centres undefined)	nt	6.5	-7
COc1cc(OC)cc(-c2nc3ccccc3c(=O)n2OC(=O)c2ccccc2C)c1	nt	2.0	4
COc1cc2c(cc1OC)C(Cc1cc(OC)c(OC)cc1[N+](=O)[O-])=NCC2	nt	2.4	7
CC(=O)c1ccc(NC(=O)CSc2ccsc2[N+](=O)[O-])cc1	nt	0.3	9
O=C(NCCCc1nc2ccccc2[nH]1)c1ccc(F)cc1	nt	2.7	3
O=c1c2ccccc2c2ccccc2c(=O)n1Cc1ccc2c(c1)OCO2	nt	-0.5	14
COC(=O)[C@@]1(Cc2ccc(OC)cc2)[C@H]2c3cc(C(=O)N4CCCC4)n(Cc4c(CO)[nH]cc(C)c4=O)c3C[C@H]2CN1C(=O)c1ccccc1	nt	-0.1	-16
CCOC(=O)C1=C(COC(=O)COc2ccc(C(C)=O)cc2)NC(=O)NC1C (centres undefined)	nt	-3.7	3
CCOC(=O)c1cc(NC(=O)Nc2ccc(Br)cc2)c(C)nc1C	nt	4.9	-7
C=CCNC(=O)c1cc2cc(Cl)ccc2nc1N	nt	3.3	4

The whole of this part, repeating the preview:
SMILES	FN deposit inh	CFTR F508del cor	INS-1E GSIS act
COC(=O)C1=CN(c2ccc(N3CCOCC3)cc2)C(N)=C(C#N)C1c1cccc(F)c1 (centres undefined)	nt	-2.2	-7
CCc1nnc(NC(=O)CN2CCN(c3ccccc3F)CC2)s1	nt	5.3	19
COC(=O)[C@]12CCCCC=C1N(Cc1ccccc1)C(=O)[C@H](CC(=O)NCc1ccccc1)C2	nt	0.5	-17
CCSc1nnc(NC(=O)C(CC)Oc2ccccc2)s1 (centres undefined)	nt	-1.0	-11
O=C(NCC(F)(F)F)[C@H]1[C@H](CO)[C@H]2Cn3c(cccc3=O)[C@H]2N1CCC(F)(F)F	nt	0.8	2
CCOc1ccc(NC(=O)COc2ccc(C(=O)NCc3cccnc3)cc2OC)cc1	nt	-9.7	-12
CC1(C)C(=O)Nc2ccccc2N1C(=O)CN1C(=O)NC(CCc2ccccc2)C1=O (centres undefined)	nt	-0.1	-9
CCCCCCCCN1C(=O)[C@H](CC(=O)NCCCOCCCC)C[C@@]2(C(=O)OCC)CCCC=C12	nt	4.7	23
CN1C(=O)CC(C(=O)O)SC1=Nc1ccc(F)cc1 (centres undefined)	nt	1.2	-1
CCCNC(=O)N1CC2(CN(Cc3cccc(OC)c3)C2)c2c([nH]c3cc(OC)ccc23)[C@H]1CO	nt	3.4	10
O=C(CSc1nnc(Cc2ccccc2)o1)Nc1ccccc1	nt	-1.3	-4
Cc1ccc2nc(-c3ccc(NC(=O)c4cccnc4)cc3)oc2c1	nt	3.0	3
COc1ccc2c3c([nH]c2c1)[C@H](CO)N(C(C)=O)CC31CN(C(=O)Nc2ccc(F)cc2)C1	nt	0.3	-14
CCN(CC)CCCC(C)NC(=O)c1cccc(S(=O)(=O)N2CCc3ccccc32)c1 (centres undefined)	nt	-1.5	-2
O=C(O)C(=Cc1cccc([N+](=O)[O-])c1)c1ccccc1	nt	-0.4	10
CCOC(=O)c1sc2c(c1C)c(=O)c(C(=O)OCC)cn2CC	nt	1.0	20
CCC(c1nnnn1Cc1ccccc1)N1CCN(c2ccc(OC)cc2)CC1 (centres undefined)	nt	6.5	-7
COc1cc(OC)cc(-c2nc3ccccc3c(=O)n2OC(=O)c2ccccc2C)c1	nt	2.0	4
COc1cc2c(cc1OC)C(Cc1cc(OC)c(OC)cc1[N+](=O)[O-])=NCC2	nt	2.4	7
CC(=O)c1ccc(NC(=O)CSc2ccsc2[N+](=O)[O-])cc1	nt	0.3	9
O=C(NCCCc1nc2ccccc2[nH]1)c1ccc(F)cc1	nt	2.7	3
O=c1c2ccccc2c2ccccc2c(=O)n1Cc1ccc2c(c1)OCO2	nt	-0.5	14
COC(=O)[C@@]1(Cc2ccc(OC)cc2)[C@H]2c3cc(C(=O)N4CCCC4)n(Cc4c(CO)[nH]cc(C)c4=O)c3C[C@H]2CN1C(=O)c1ccccc1	nt	-0.1	-16
CCOC(=O)C1=C(COC(=O)COc2ccc(C(C)=O)cc2)NC(=O)NC1C (centres undefined)	nt	-3.7	3
CCOC(=O)c1cc(NC(=O)Nc2ccc(Br)cc2)c(C)nc1C	nt	4.9	-7
C=CCNC(=O)c1cc2cc(Cl)ccc2nc1N	nt	3.3	4
CCCNC(=O)N1CC2(CCN(Cc3cccc(F)c3)CC2)c2c([nH]c3cc(OC)ccc23)[C@H]1CO	nt	1.4	-28
CCn1nc(C(=O)OCC(=O)NCC(C)C)c2ccccc2c1=O	nt	-2.7	9
O=C(NCCCCO)c1c(-c2ccccc2)oc2c1C(OCCCCCO)CCC2 (centres undefined)	nt	1.9	6
CCOc1ccc(Oc2ccc(Cl)cc2N)cc1	nt	-3.6	16
Oc1ccc(CCC2CCCCN2Cc2nc(C3CC3)no2)cc1 (centres undefined)	nt	-0.8	5
COc1cc(-c2nnc(-c3cccnc3)o2)cc(OC)c1OC	nt	3.2	5
CC(C)NC(=O)N(C)C[C@H]1Oc2ccc(NS(C)(=O)=O)cc2C(=O)N(C)C[C@@H]1C	-4	nt	-1
Cc1ccc(Cl)cc1N1CCN(C(=O)c2cc3c(=O)[nH]c4ccccc4c3n2C)CC1	1	nt	-31
N#Cc1cc([N+](=O)[O-])ccc1N1CCCC1	-13	nt	1
O=C(/C=C/c1ccco1)N/C(=C\c1ccco1)C(=O)NCCc1nc2ccccc2[nH]1	7	nt	-30
CCOc1ccc(C(=O)NC(=S)Nc2ccc(NC(=O)c3ccco3)c(C)c2)cc1[N+](=O)[O-]	1	nt	15
COc1ccc([C@@H]2C/C=C\C[C@@H](c3ccc4c(c3)OCO4)NC(=O)[C@@H](c3ccccc3)CC(=O)N2)c(OC)c1	3	nt	9
COc1cc2c(cc1OC)CN(Cc1cc(=O)oc3cc(C)c(Cl)cc13)CC2	12	nt	-9
O=C(CSc1ccccn1)Nc1nc2c(ccc3ccccc32)s1	1	nt	1
COc1cc(/C=C(\NC(=O)c2ccccc2)C(=O)NCCO)c([N+](=O)[O-])cc1OC	0	nt	15
Nc1nc(SCC(=O)NCc2ccc(F)cc2)[nH]c(=O)c1NC(=O)c1ccc(Cl)cc1	-6	nt	-5
O=C(CNC(=O)c1ccc(S(=O)(=O)N2CCCC2)cc1)N/N=C/c1c(Cl)cccc1Cl	2	nt	-18
O=C(/C=C/c1cc([N+](=O)[O-])ccc1OC(F)F)Nc1cccc(OC(F)F)c1	4	nt	-2
CC(C)(C)c1ccc(C(=O)NCC(=O)OCC(=O)Nc2ccccc2[N+](=O)[O-])cc1	4	nt	-16
c1ccc2c(C3=NNC(=NC4CCCCC4)SC3)c[nH]c2c1	-24	nt	-11
NS(=O)(=O)c1cccc(NC(=O)COC(=O)C2(c3cccc(F)c3)CCCC2)c1	-10	nt	-30
CCc1ccccc1NC(=S)N=Nc1c(O)n(C)c2ccc(S(=O)(=O)N3CCOCC3)cc12	8	nt	-8
CCOCCOC(NC(=O)c1ccccc1)(C(F)(F)F)C(F)(F)F	-1	nt	22
CC1(C)C2CCC1(CS(=O)(=O)Nc1ccc(S(=O)(=O)N3CCCC3)cc1)C(=O)C2 (centres undefined)	-14	nt	0
COc1ccc(NC(=O)c2ccc(C#CC(C)(C)O)cc2)cc1	1	nt	-6
Cn1cc(Cl)c(C(=O)Nc2nc3ccc([N+](=O)[O-])cc3s2)n1	-11	nt	35
Cc1c(C(=O)O)cccc1-n1c(C)cc(/C=N/NC(=O)c2cc3ccccc3o2)c1C	-3	nt	-9
CCOc1ccccc1-n1c(SCC(=O)N2CCCc3ccccc32)nnc1-c1cccnc1	2	nt	-13
O=C(CCCN1C(=O)c2cccc3cccc(c23)C1=O)N1CCN(c2ccccc2)CC1	-8	nt	-7
Cc1ccc(/C=C/C(=O)NC(=S)N2CCN(C)CC2)cc1	-7	nt	13
O=c1[nH]c(-c2ccccn2)cc2ccccc12	3	nt	33
O=C(O/N=C(\c1ccccc1)c1ccccn1)c1cccc2ccccc12	-10	nt	1
CCc1ccc(S(=O)(=O)NCc2cn3ccsc3n2)s1	-8	nt	25
COc1ccc(NC(=O)/C(C#N)=C/c2ccc(OCc3ccccc3F)cc2)cc1	-17	nt	-8

(next part)
SMILES	FN deposit inh	CFTR F508del cor	INS-1E GSIS act
Cc1ccnc(SCc2cc(=O)c(OC(=O)c3ccc(S(=O)(=O)N(C)C)cc3)co2)n1	-1	nt	7
COC(=O)c1sccc1NC(=O)Nc1cccc(F)c1	5	nt	-28
Cc1cc(Nc2cccc(F)c2)nc(NCc2ccccc2)n1	15	nt	-23
COc1cc2c(cc1OC)CN(Cc1cc(=O)oc3c(C)c(C)ccc13)CC2	9	nt	1
Cc1cccc(/C=C/C(=O)c2ccc(N3CCOCC3)cc2)c1	1	nt	3
Nc1c(-c2ccccc2)c(CSc2nc3ccccc3[nH]2)nn1-c1ccc(Cl)cc1	-3	nt	-17
CC(C)[C@H]1COCc2cn(nn2)CCCCC(=O)N1	3	nt	-2
CCc1ccccc1N(C)S(=O)(=O)c1ccc2[nH]cc(C(=O)N3CCc4ccccc43)c(=O)c2c1	-3	nt	1
COc1ccccc1/C=N\Nc1cc(C)nc(-n2nc(C)cc2C)n1	29	nt	-16
O=C(N/N=C/c1ccco1)/C(=C/c1cccc([N+](=O)[O-])c1)NC(=O)c1ccccc1	4	nt	-1
CC(=O)c1ccc(OCC(=O)c2ccc(-c3ccccc3)cc2)cc1	3	nt	-12
COc1cc2c(cc1NC(=O)CSc1cccc[n+]1[O-])oc1ccccc12	9	nt	15
Cc1ccc(S(=O)(=O)N(C)c2ccc(OCC(=O)Nc3nc(-c4ccccc4)cs3)cc2)cc1	-3	nt	18
C=CCOC(=O)c1c(C)nc2cc3c(cc2c1C)OCO3	6	nt	-7
COC(=O)c1ccc(COc2ccccc2[N+](=O)[O-])o1	5	nt	3

The final 3 records of the section before are carried over, then new ones follow.
SMILES	FN deposit inh	CFTR F508del cor	INS-1E GSIS act
Cc1ccc(S(=O)(=O)N(C)c2ccc(OCC(=O)Nc3nc(-c4ccccc4)cs3)cc2)cc1	-3	nt	18
C=CCOC(=O)c1c(C)nc2cc3c(cc2c1C)OCO3	6	nt	-7
COC(=O)c1ccc(COc2ccccc2[N+](=O)[O-])o1	5	nt	3
O=C(COc1ccccc1O)NNc1ccccc1	-13	nt	24
Cc1cccc(NC(=O)c2ccc([N+](=O)[O-])cc2Cl)n1	5	nt	13
CCn1cc(Br)c(C(=O)NC(=S)Nc2ccc(C(=O)OC)cc2)n1	3	nt	3
CCCCCCC(=O)N/N=C/c1ccco1	-2	nt	10
CCOc1ccc(N(C(C)C(=O)NN=C2CCCCCCC2)S(C)(=O)=O)cc1 (centres undefined)	6	nt	6
CC(c1ccc(C(C)(C)C)cc1)S(=O)CC(O)CO (centres undefined)	10	nt	5
COc1ccc(C(NC(C)=O)c2c(O)ccc3ccccc23)cc1OC (centres undefined)	4	nt	13
COc1ccccc1-c1nnc(NC(=O)C2=COCCO2)o1	1	nt	13
Cc1nn2c(SCC(=O)c3cccs3)cc(C(C)(C)C)nc2c1-c1ccccc1	1	nt	12
O=C(Nc1ccc(Br)cc1Cl)NC1CC1	2	nt	-3
CCc1ccc(OCC(=O)NC(C)(C)C)cc1	-11	nt	10
COc1ccc(NC(=S)c2ccc(N(C)C)cc2)cc1	5	nt	7
Cc1csc(NC(=O)c2cc([N+](=O)[O-])cc([N+](=O)[O-])c2)n1	-11	nt	5
